Screening results from PubChem.
CDK5 p35 inh – inhibitors of human CDK5/p35 kinase; Recombinant CDK5/p35, ADP-Glo luminescence, 60 min; inhibition, % at 10 µM; 0.01% of 330,000 active; AID 488839;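 active = highest replicate inhibition of at least 50% and at least 75% of replicates reaching 50%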;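 note: plate controls were DMSO neutral control for no effect and GW8510 at 10 µM for full effect; many of its hits are not listed in these tables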
SUMO Mot1 rescue – blocks SUMOylation pathway, rescuing yeast Mot1-301 growth; S. cerevisiae Mot1-301 growth rescue, ATP luminescence, 38.5C; percent above DMSO median, 100 means doubled; growth rescue, % at 18.8 µM; 1% of 320,000 active;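 active = every valid replicate shows activation above 250% relative to neutral control wells; inactive = the rest, any valid replicate at or below 250%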;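 note: OY570 slx delta 5 strain wells were the positive control but not used for scaling; some compounds called inactive have numbers as strong as hits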
Tat export inh – inhibitors of E. coli Tat protein transport; E. coli MC4100 TorA-mCherry Tat export, fluorescence; inhibition, % at 10 µM; 0.036% of 340,000 active;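 active = mean replicate inhibition at least 50% and at least half of replicates individually reaching 50%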;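 note: exported cargo escapes ClpAP degradation while cytoplasmic cargo is degraded and loses fluorescence; 0% = median of neutral control wells and 100% = median of NaSCN control wells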
AddAB inh – less growth of phage-infected E. coli with AddAB; inhibition, % at 11.9 µM; E. coli expressing H. pylori AddAB, absorbance growth; 0.29% of 330,000 active; AID 435030; in the data active = inhibition above about 12%;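 note: 0% = vehicle wells of infected cells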
HTR5A ag – counter-screen for OPRM1-OPRD1 agonists: human HTR5A agonism; AID 504692; activation, % at 9.3 µM; HTR5A agonist assay, luminescence, cell-based; 0.61% of 340,000 active; P47898; in the data active = activation mostly above about 9.5%, no sharp cut-off; inactive = mostly below about 7.6%;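 note: 0% = cells with vehicle only and 100% = reference agonist; strong numbers were not always called active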
HTR5A inv ctr – counter-screen for OPRM1-OPRD1 inverse agonists: human HTR5A inverse agonism; AID 504634; 0.083% of 340,000 active; HTR5A cell line, luminescence; P47898; inhibition, % at 9.3 µM; in the data active = inhibition mostly above about 23%, no sharp cut-off; inactive = mostly below about 18%;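 note: 0% = cells with DMSO and 100% = no-cell wells with DMSO; some compounds called inactive have numbers as strong as hits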
phage Ecoli inh – E. coli growth loss with phage present. growth absorbance. inhibition, % at 11.9 µM. 0.26% of 360,000 active; in the data active = inhibition above about 11%
DAGLB inhibitor – diacylglycerol lipase beta (human) inhibition. inhibition, % at 5.17 µM. AID 504411. 0.059% of 340,000 active. HEK293T DAGLB membrane lysate, EnzChek fluorogenic substrate; in the data active = inhibition above about 34%;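 note: 0% = enzyme with vehicle and 100% = wells lacking enzyme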
Target sequence (Q8NCG7 whole entry, looked up): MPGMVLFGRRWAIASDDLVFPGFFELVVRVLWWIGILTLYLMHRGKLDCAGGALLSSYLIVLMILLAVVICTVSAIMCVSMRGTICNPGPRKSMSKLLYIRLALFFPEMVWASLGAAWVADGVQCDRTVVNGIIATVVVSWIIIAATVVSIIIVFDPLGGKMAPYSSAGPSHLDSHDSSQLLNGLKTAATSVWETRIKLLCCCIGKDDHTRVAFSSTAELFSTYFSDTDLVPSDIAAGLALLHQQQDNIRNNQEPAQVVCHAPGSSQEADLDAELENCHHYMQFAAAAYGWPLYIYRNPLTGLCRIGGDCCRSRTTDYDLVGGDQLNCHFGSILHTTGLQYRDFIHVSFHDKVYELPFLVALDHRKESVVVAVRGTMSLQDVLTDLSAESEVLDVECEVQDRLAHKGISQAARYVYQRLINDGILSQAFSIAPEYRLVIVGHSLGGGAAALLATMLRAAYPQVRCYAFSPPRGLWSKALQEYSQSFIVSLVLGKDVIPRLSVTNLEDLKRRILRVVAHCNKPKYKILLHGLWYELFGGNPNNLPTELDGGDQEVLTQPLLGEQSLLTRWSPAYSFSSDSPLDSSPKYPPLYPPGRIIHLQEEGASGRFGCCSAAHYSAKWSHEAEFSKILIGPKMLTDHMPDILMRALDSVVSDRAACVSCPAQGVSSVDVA
PKA-R1A activ – PKA-R1A complex activation. P00514+P68181. PKA-R1A dissociation, Cy5-IP20 fluorescence polarization; scaled: DMSO 0%, 113 µM cGMP 100%. activation, % at 11.4 µM. 0.083% of 340,000 active;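 active = percent activation above the mean of all tested compounds plus 3 SD, cut at about 19% in these data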;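 note: higher means more PKAc released from R1A so a rise in polarization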
PKA-R2B activ – activates the human PKA-R2B holoenzyme complex. P22694+P31323. PKA-R2B holoenzyme dissociation, Cy5-IP20 fluorescence polarization; R2B truncated from residue 108, S112A mutant; 0% DMSO only, 100% 113 µM cGMP. activation, % at 11.4 µM. 0.079% of 340,000 active;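 active = activation above a cutoff set at the mean over all compounds plus 3 SD, cut at about 18% in these data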;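 note: higher means more holoenzyme dissociation and a rise in polarization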
Target sequence (P31323 whole entry, looked up, other chains not shown, the tested form may be a part): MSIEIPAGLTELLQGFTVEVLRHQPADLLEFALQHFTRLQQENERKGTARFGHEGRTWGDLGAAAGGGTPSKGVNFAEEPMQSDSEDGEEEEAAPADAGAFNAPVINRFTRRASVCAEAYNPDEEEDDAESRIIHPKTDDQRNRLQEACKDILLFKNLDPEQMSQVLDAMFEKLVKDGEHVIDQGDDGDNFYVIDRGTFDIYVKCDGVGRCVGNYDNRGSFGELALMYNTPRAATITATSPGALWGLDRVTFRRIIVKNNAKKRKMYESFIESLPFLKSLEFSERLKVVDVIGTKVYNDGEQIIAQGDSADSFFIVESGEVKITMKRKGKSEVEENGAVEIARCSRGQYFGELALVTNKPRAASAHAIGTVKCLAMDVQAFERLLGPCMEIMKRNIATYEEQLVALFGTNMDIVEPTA
Ecoli viability – counter-screen for AddAB inhibitors: E. coli growth inhibition | E. coli V3065 growth, OD600 absorbance, 18 h | inhibition, % at 11.9 µM | 0.27% of 330,000 active;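 active = inhibition above the campaign's mean inhibition across all tested compounds plus 3 SD, cut at about 9.9% in these data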;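 note: uninfected addAB+ strain grown without phage in ampicillin broth; 0% = DMSO wells and 100% = ciprofloxacin 0.95 µg/ml wells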
Active calls of the source: *; x = not tested or not shown.

SMILES | CDK5 p35 inh | SUMO Mot1 rescue | Tat export inh | AddAB inh | HTR5A ag | HTR5A inv ctr | phage Ecoli inh | DAGLB inhibitor | PKA-R1A activ | PKA-R2B activ | Ecoli viability
O=C(CC1Sc2ncnn2C1=O)Nc1ccc(Br)cc1 (stereo unspecified) | 1.4 | 248 | -16 | 2.9 | -1 | 3 | 0.6 | 2 | -8 | -2 | 0.5
CCOC(=O)C(CC)Sc1cc(C)nc2ccc(OC)cc12 (stereo unspecified) | 2.1 | 5 | -3 | 0.6 | -4 | 10 | 1.3 | -4 | -8 | -9 | -2.4
O=C(Nc1cc(S(=O)(=O)N2CCCCCC2)ccc1OCC(F)(F)F)C1CCC1 | -1.0 | -11 | -3 | 0.6 | 7 | 8 | 2.3 | -2 | -5 | 4 | 1.8
CC1=C(C#N)C(NC(=O)c2ccccc2Cl)(C(F)(F)F)C(=O)N1 (stereo unspecified) | 1.0 | 2 | 1 | 1.1 | 1 | 14 | -0.7 | 1 | 4 | -11 | -1.5
C=CCc1ccc(OCCCCN2CC(C)CC(C)C2)c(OC)c1 (stereo unspecified) | 1.3 | 60 | 4 | -1.1 | 2 | -5 | 1.2 | 2 | -2 | 8 | -3.9
CC(C)(C)Nc1c(-c2cccs2)nc2ccccn12 | -1.6 | -9 | 2 | -0.3 | -3 | 8 | 0.8 | 1 | -4 | -1 | -3.7
O=C1c2ccccc2CN1CCNS(=O)(=O)c1ccc2ccccc2c1 | -0.5 | 7 | -1 | -1.5 | 0 | 0 | 3.1 | -3 | -3 | -7 | -1.2
Cc1cc(OCC(=O)N2CCOCC2)c(C(C)C)cc1Cl | 0.1 | -19 | -1 | 0.3 | 4 | 18 | 0.5 | -1 | -11 | -6 | 0.2
C/C(=N\Nc1nnc(C)c(=O)[nH]1)C(=O)O | -0.3 | -1 | -10 | 2.9 | -4 | -24 | 2.6 | -2 | -2 | -3 | 0.8
Fc1ccc(COc2cccc(CNCc3ccncc3)c2)cc1 | 0.3 | 7 | -9 | -0.3 | -1 | 2 | -1.5 | 4 | -3 | -5 | 1.9

An excerpt of these results, as tab-separated lines:
Molecule	CDK5 p35 inh	SUMO Mot1 rescue	Tat export inh	AddAB inh	HTR5A ag	HTR5A inv ctr	phage Ecoli inh	DAGLB inhibitor	PKA-R1A activ	PKA-R2B activ	Ecoli viability
CC1=C(C#N)C(NC(=O)c2ccccc2Cl)(C(F)(F)F)C(=O)N1 (stereo unspecified)	1.0	2	1	1.1	1	14	-0.7	1	4	-11	-1.5
C=CCc1ccc(OCCCCN2CC(C)CC(C)C2)c(OC)c1 (stereo unspecified)	1.3	60	4	-1.1	2	-5	1.2	2	-2	8	-3.9
CC(C)(C)Nc1c(-c2cccs2)nc2ccccn12	-1.6	-9	2	-0.3	-3	8	0.8	1	-4	-1	-3.7
O=C1c2ccccc2CN1CCNS(=O)(=O)c1ccc2ccccc2c1	-0.5	7	-1	-1.5	0	0	3.1	-3	-3	-7	-1.2
Cc1cc(OCC(=O)N2CCOCC2)c(C(C)C)cc1Cl	0.1	-19	-1	0.3	4	18	0.5	-1	-11	-6	0.2
C/C(=N\Nc1nnc(C)c(=O)[nH]1)C(=O)O	-0.3	-1	-10	2.9	-4	-24	2.6	-2	-2	-3	0.8
Fc1ccc(COc2cccc(CNCc3ccncc3)c2)cc1	0.3	7	-9	-0.3	-1	2	-1.5	4	-3	-5	1.9

(further entries)
SMILES | CDK5 p35 inh | SUMO Mot1 rescue | Tat export inh | AddAB inh | HTR5A ag | HTR5A inv ctr | phage Ecoli inh | DAGLB inhibitor | PKA-R1A activ | PKA-R2B activ | Ecoli viability
COc1ccc2c(C)cc(N3CCOCC3)nc2c1 | -2.7 | 4 | 0 | 0.1 | 3 | 15 | 3.8 | -2 | -5 | 4 | -0.2
OCC1OC(n2cnc3c(NCCc4ccccc4)ncnc32)C(O)C1O (stereo unspecified) | -0.7 | 317* | -1 | 3.6 | -1 | 2 | 2.6 | 2 | -2 | 8 | -1.6
CCCCN(CC)CCCNC(=O)CC1Nc2ccccc2NC1=O (stereo unspecified) | 0.3 | 1 | -5 | -0.3 | 4 | -13 | x | -3 | -6 | -17 | -1.7
CC1CCC(NC(=O)c2cc(Cl)nc3ccccc23)CC1 (stereo unspecified) | 0.7 | 0 | -4 | 2.5 | -2 | 7 | 2.8 | -3 | 6 | -2 | 1.7
O=C(Nc1ccccc1)N1CCCN(c2ccc(C(F)(F)F)cn2)CC1 | 3.2 | 3 | 17 | 0.5 | 10 | 22 | 2.9 | -2 | -4 | -2 | -1.5
CCc1nn2c(=O)cc(COc3ccc(NC(=O)c4ccco4)cc3)nc2s1 | 0.1 | -8 | -8 | 3.9 | 2 | -6 | 2.1 | 0 | 2 | 4 | -1.1
COc1ccc(-c2noc(C(C)n3nc(C)c([N+](=O)[O-])c3C)n2)cc1OC (stereo unspecified) | -0.2 | x | -4 | 3.7 | 6 | -16 | 0.5 | -4 | 1 | -10 | 2.3
Cc1ccc(C(=O)N2CCN(CCNC(=O)C(=O)NC(C)C)CC2)cc1 | 0.1 | 3 | -7 | 2.6 | -2 | 4 | 2.4 | 1 | -15 | -9 | -1.7
COc1cc(C(=O)N/N=C/c2sc(N3CCOCC3)nc2-c2ccccc2)cc(OC)c1OC | 1.3 | 62 | -3 | -0.3 | 4 | 16 | 1.4 | 1 | 10 | 3 | -0.9
COc1ccccc1/C=C/[C@@H]1C[C@H]2CN(Cc3cccc(Cl)c3)C(=O)[C@]23CCCN13 | -0.9 | 117 | -8 | 1.0 | 0 | 27 | -0.6 | -2 | -10 | -3 | 0.7
COc1ccc(/C=N/Nc2nc3ccccc3c(=O)n2-c2ccccc2)cc1OC | 1.0 | 307 | -2 | -0.3 | 5 | -13 | 4.2 | -2 | -6 | -9 | 0.9
O=C(CC(Nc1ccccc1)c1ccc(F)cc1)c1ccccc1 (stereo unspecified) | 2.1 | 184 | 5 | -1.7 | 2 | -3 | 3.7 | -2 | -6 | -10 | -0.7
O=C(COC(=O)C1CC(=O)N(Cc2ccccc2)C1)Nc1ccc2c(c1)OCO2 (stereo unspecified) | -0.9 | -8 | -2 | 1.3 | -1 | 11 | 0.8 | 2 | -5 | -5 | 0.3
COc1cc(/C=N/N2CCN(Cc3ccc(C)cc3)CC2)cc(OC)c1O | -0.2 | -12 | 11 | 0.1 | 0 | -1 | 2.4 | 1 | 3 | -3 | -0.6
COc1ccccc1-c1nnc(SCC(=O)N2CCCCC2)o1 | -1.5 | -11 | -2 | 6.2 | 8 | -19 | -2.3 | -2 | -6 | -3 | -0.8
COc1ccc([N+](=O)[O-])cc1N(CC(=O)N1CCOCC1)S(C)(=O)=O | -2.1 | -5 | 4 | 3.6 | -5 | 12 | 5.2 | -2 | -1 | 3 | 1.7
O=C(O)COc1ccccc1C(Nc1ccccn1)c1cc(Cl)c2cccnc2c1O (stereo unspecified) | 2.8 | 43 | 6 | 4.3 | 0 | -9 | 3.8 | 10 | -10 | -7 | -0.2
CCc1c(C)sc(NC(=O)/C=C/c2ccc3c(c2)OCO3)c1C(=O)OC | 1.7 | -4 | 12 | 0.9 | 3 | -10 | 3.8 | -19 | -7 | -7 | -1.5
COc1ccccc1NC(=O)CS(=O)(=O)c1cn(CC(=O)N2CCCC2)c2ccccc12 | -0.3 | 4 | -8 | -0.7 | 10 | 9 | 1.2 | 2 | -10 | -17 | 0.3
COc1cccc(CNC(=O)CN2C(=O)COc3ccc(S(=O)(=O)N4CCC(C)CC4)cc32)c1 | 0.8 | 7 | 3 | 3.9 | -2 | 22 | 5.0 | -2 | -2 | -5 | -1.2
CC(C)(CNc1ccc(C(F)(F)F)cc1[N+](=O)[O-])N1CCOCC1 | -0.8 | -16 | -5 | 0.3 | 2 | -19 | 0.4 | 0 | -10 | 0 | 2.1
COc1ccc(NC(=O)C(=O)NNC(=O)c2cccs2)cc1 | -1.3 | 1 | 0 | 1.9 | 2 | -5 | 3.2 | -3 | -2 | -4 | -0.6
COc1cccc(CN(C)C(=O)CCN=C2NS(=O)(=O)c3ccccc32)c1OC | -0.2 | -2 | -7 | 1.3 | 1 | 4 | 2.2 | 0 | -7 | -4 | 0.7
Cc1cc(Cl)c(OCCCN(C)C)c(Br)c1 | -0.9 | 15 | 13 | 1.6 | 2 | -6 | 5.1 | 2 | 5 | 0 | -1.2
COC(=O)C1=C(C)N(Cc2ccccc2)C(=NCc2cccc(Cl)c2)N[C@H]1c1ccccc1 | 2.0 | -41 | -8 | 1.8 | 6 | -21 | x | -2 | -12 | -3 | 3.1
O=C(CCNS(=O)(=O)c1ccccc1)N1CCN(C(c2ccccc2)c2ccccc2)CC1 | -1.4 | 1 | 12 | 0.5 | 3 | -11 | 2.5 | -1 | -10 | -6 | -0.8
O=C(NCc1ccc(Cl)cc1)c1ccc(-c2ccccc2C(F)(F)F)o1 | 1.8 | 1 | -4 | 3.6 | -2 | -9 | 2.8 | -11 | -16 | -10 | -0.2
COc1ccc(CNC(=O)CN2C(=O)NC(C)(c3cccc4ccccc34)C2=O)cc1OC (stereo unspecified) | 1.5 | 8 | -1 | 1.1 | 4 | -12 | -0.3 | -2 | 6 | -10 | 1.0
COc1ccc(CNC(=O)Cn2cccc2C(=O)c2ccccc2C)cc1 | 1.7 | 1 | -1 | -0.8 | 0 | -2 | 1.9 | -3 | -10 | -5 | -3.3
Cc1ccc(S(=O)(=O)N(C)C)cc1NC(=O)CN1C(=O)NC2(CCCCCCC2)C1=O | -0.1 | 4 | 9 | 3.2 | 4 | 0 | -0.1 | 1 | -2 | 10 | -0.9
Cc1[nH]n(-c2cccc(Cl)c2)c(=O)c1C=NCc1ccco1 | 1.4 | 9 | 2 | 1.4 | -5 | 11 | 0.0 | -1 | -12 | 2 | 0.0
CCC1SC(N)=NC1=O (stereo unspecified) | -0.8 | 227 | -2 | -2.0 | -8 | 7 | 1.3 | -1 | -3 | -4 | 1.4
CC1(C)CC(=O)C(C2C3=C(CC(C)(C)CC3=O)Oc3ccccc32)=C(O)C1 (stereo unspecified) | 0.9 | -1 | 6 | 3.0 | 4 | 16 | 0.9 | 1 | -2 | -4 | -0.8
CCN(c1ccccc1)S(=O)(=O)c1ccc(Cl)c(NC(=O)CSc2n[nH]c(N)n2)c1 | 1.3 | 50 | -1 | 4.2 | -2 | 0 | 0.7 | -1 | 4 | -2 | 0.9
CCC1N=C(SC)NC(C)=C1C(=O)c1ccccc1 (stereo unspecified) | -1.0 | -3 | 4 | 3.9 | -3 | 7 | 3.2 | -1 | 2 | -3 | -0.2
COc1ccc2nc(NC(=O)CCc3cc(OC)c(OC)c(OC)c3)sc2c1 | -0.9 | -15 | 0 | 2.9 | -1 | 1 | 3.1 | -3 | -20 | -11 | 1.9
Cc1ccc(OCC(=O)Nc2ccccc2F)cc1 | -4.0 | 29 | 2 | 5.5 | 2 | -19 | 1.0 | -21 | 5 | -3 | 0.3
